# From PubChem
# AddAB inh: growth inhibition of E. coli expressing H. pylori AddAB, primary screen, AddAB inhibitor project, absorbance; inhibition, % at 11.9 µM; 0.29% of 330,000 active; in the data active = inhibition above about 12%;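 note: 0% = vehicle wells of infected cells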
# PfHsp90 yeast 2: growth inhibition of PfHsp90-expressing yeast, primary screen, antimalarial PfHsp90 inhibitor project, S. cerevisiae, BacTiter-Glo luminescence, single point, set 2; AID 504621, 2011; inhibition, % at 9.4 µM; BacTiter-Glo ATP, 48 h; yeast lacking PDR1 and PDR3 efflux regulators; 0.32% of 310,000 active;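 active = every replicate shows inhibition above about 80%, whatever the replicate mean, limit read from the data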;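 note: 0% = DMSO neutral controls and 100% = 20 µM radicicol positive controls; yeast relying on Plasmodium falciparum Hsp90 in place of its own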
# SUMO Mot1 rescue: yeast Mot1-301 growth rescue at high temperature, primary screen, SUMOylation pathway inhibitor project, S. cerevisiae, ATP luminescence, 38.5C; S. cerevisiae Mot1-301 growth rescue; percent above DMSO median, 100 means doubled; growth rescue, % at 18.8 µM; 1% of 320,000 active; AID 2716, 2010;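 active = every valid replicate shows activation above 250% relative to neutral control wells; inactive = the rest, any valid replicate at or below 250%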;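 note: OY570 slx delta 5 strain wells were the positive control but not used for scaling; some compounds called inactive have numbers as strong as hits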
# Ecoli viability: E. coli V3065 growth inhibition, primary screen, counter-screen for AddAB inhibitor project, absorbance, OD600; 18 h; inhibition, % at 11.9 µM; 0.27% of 330,000 active; AID 449728, 2010;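 active = inhibition above the campaign's mean inhibition across all tested compounds plus 3 SD, cut at about 9.9% in these data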;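 note: uninfected addAB+ strain grown without phage in ampicillin broth; 0% = DMSO wells and 100% = ciprofloxacin 0.95 µg/ml wells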
# MOR-DOR ag: agonists of OPRM1-OPRD1 heterodimerization, primary screen, cell-based, luminescence | 0.3% of 340,000 active | Mu-type opioid receptor (Homo sapiens) + Delta-type opioid receptor (Homo sapiens), … | activation, % at 9.3 µM | cells; in the data active = activation above about 18%;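 note: 0% = vehicle-treated cells and 100% = reference agonist; values of inactives mirror those of a sister screen read the other way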
# HTR5A inv ag: HTR5A inverse agonists in luminescence cell assay, primary screen, counter-screen for OPRM1-OPRD1 heterodimer inverse agonist project, full-deck HTS. inhibition, % at 9.3 µM. HTR5A cell line, inverse agonism. 0.083% of 340,000 active. 5-hydroxytryptamine receptor 5A (Homo sapiens), P47898. AID 504634, 2011; in the data active = inhibition mostly above about 23%, no sharp cut-off; inactive = mostly below about 18%;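 note: 0% = cells with DMSO and 100% = no-cell wells with DMSO; some compounds called inactive have numbers as strong as hits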
# PKA-R1A activ: activators of PKA-R1A holoenzyme, primary screen, biochemical, fluorescence polarization, Cy5-IP20, bovine R1A, mouse PKAc; AID 504707, 2011; activation, % at 11.4 µM; cAMP-dependent protein kinase type I-alpha regulatory subunit (Bos taurus) + …; 0.083% of 340,000 active; PKA-R1A dissociation; scaled: DMSO 0%, 113 µM cGMP 100%;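 active = percent activation above the mean of all tested compounds plus 3 SD, cut at about 19% in these data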;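 note: higher means more PKAc released from R1A so a rise in polarization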
# MOR-DOR inv ag: inverse agonists of MOR-DOR heterodimerization, primary screen, cell-based, luminescence; Mu-type opioid receptor (Homo sapiens) + Delta-type opioid receptor (Homo sapiens), …; cell-based MOR-DOR heterodimer luminescence, inverse agonism; inhibition, % at 9.3 µM; 0.21% of 340,000 active; AID 504357, 2011; in the data active = inhibition above about 22%, passing the limit was not always enough;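 note: 0% = cells with DMSO and 100% = wells without cells with DMSO; values of inactives mirror those of a sister screen read the other way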
# HTR5A ag: HTR5A agonists in luminescence cell assay, primary screen, counter-screen for OPRM1-OPRD1 heterodimer agonist project, full-deck HTS; 5-hydroxytryptamine receptor 5A (Homo sapiens), P47898; cell-based; activation, % at 9.3 µM; 0.61% of 340,000 active; AID 504692, 2011; in the data active = activation mostly above about 9.5%, no sharp cut-off; inactive = mostly below about 7.6%;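 note: 0% = cells with vehicle only and 100% = reference agonist; strong numbers were not always called active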
# phage Ecoli inh: growth loss of phage-infected E. coli, primary screen, RecBCD inhibitor project, absorbance, with phage, HTS; inhibition, % at 11.9 µM; 0.26% of 360,000 active; AID 651602, 2012; in the data active = inhibition above about 11%
# Pemphigus Ab inh: inhibitors of pemphigus antibody binding to DSG3, primary screen, biochemical, bead-based, flow cytometry, scFv-GFP. Desmoglein-3 (Homo sapiens), P32926. DSG3-coupled beads, scFv-anti-DSG3-GFP binding; hits give low values. binding (percent of control), % at 10 µM. 0.48% of 310,000 active. AID 588358, 2011;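 active = binding more than 3 SD below its plate's average and above zero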;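 note: hits lower antibody fragment binding to DSG3; some compounds called inactive have numbers as strong as hits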
# Target sequence (P32926 whole entry, looked up, the tested form may be a part): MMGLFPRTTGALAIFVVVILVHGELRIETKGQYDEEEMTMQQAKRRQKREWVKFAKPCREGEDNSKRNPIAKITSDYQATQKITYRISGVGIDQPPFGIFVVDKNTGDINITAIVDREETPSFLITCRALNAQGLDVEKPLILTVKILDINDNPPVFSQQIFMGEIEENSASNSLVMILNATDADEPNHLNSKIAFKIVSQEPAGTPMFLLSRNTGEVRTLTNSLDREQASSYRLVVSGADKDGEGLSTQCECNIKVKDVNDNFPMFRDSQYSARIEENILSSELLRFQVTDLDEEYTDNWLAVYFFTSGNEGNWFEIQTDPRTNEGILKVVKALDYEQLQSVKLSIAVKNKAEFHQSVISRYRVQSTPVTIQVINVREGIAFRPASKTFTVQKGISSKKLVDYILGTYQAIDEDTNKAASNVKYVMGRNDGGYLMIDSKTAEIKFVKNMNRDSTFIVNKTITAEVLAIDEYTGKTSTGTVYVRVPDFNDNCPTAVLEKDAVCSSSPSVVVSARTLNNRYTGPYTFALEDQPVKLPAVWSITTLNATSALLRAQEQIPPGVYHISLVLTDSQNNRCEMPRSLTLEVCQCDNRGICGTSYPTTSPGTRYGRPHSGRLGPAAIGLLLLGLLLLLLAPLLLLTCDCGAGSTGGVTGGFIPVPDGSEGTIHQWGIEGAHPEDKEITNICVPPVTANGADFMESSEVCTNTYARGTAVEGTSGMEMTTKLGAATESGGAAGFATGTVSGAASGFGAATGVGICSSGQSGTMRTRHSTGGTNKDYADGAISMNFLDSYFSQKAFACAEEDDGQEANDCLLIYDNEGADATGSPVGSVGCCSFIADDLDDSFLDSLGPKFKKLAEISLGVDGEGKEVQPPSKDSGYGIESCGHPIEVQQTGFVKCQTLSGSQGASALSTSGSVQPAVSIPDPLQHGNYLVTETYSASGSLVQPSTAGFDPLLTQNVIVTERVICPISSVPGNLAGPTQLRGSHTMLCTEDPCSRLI
# * = called active by the depositor; / = not tested or not shown.
SMILES,AddAB inh,PfHsp90 yeast 2,SUMO Mot1 rescue,Ecoli viability,MOR-DOR ag,HTR5A inv ag,PKA-R1A activ,MOR-DOR inv ag,HTR5A ag,phage Ecoli inh,Pemphigus Ab inh
O=C(CN1CCN(c2ccc(F)cc2)CC1)Nc1ccc(-n2cnnn2)cc1,1.5,12,15,2.6,-1.6,-3,-2,9,0,1.2,99
C/C(=N\O)C1/C(=N/O)CC2C1C2(C)C (stereo unspecified),0.9,8,-15,-1.9,-1.7,13,-1,9,-1,1.7,97
Oc1ccc(-c2[nH]ncc2-c2cnn(-c3ccccc3)c2)c(O)c1,0.3,8,7,1.8,-3.0,2,-7,15,-1,1.1,101
O=C(NC1CCCCCC1)C(=S)NCCc1ccccc1,2.8,-22,/,0.9,3.2,0,8,-15,0,-1.0,93
COc1ccc(O)c(/C=N\NC(=O)CCn2nnc3ccccc32)c1,-1.7,3,13,-1.4,-1.8,2,-8,10,-1,1.1,111
O=C(NCCC(=O)N1CCN(c2ccccn2)CC1)c1ccc([N+](=O)[O-])cc1,0.3,-5,7,0.4,-1.8,-6,0,7,2,0.8,/
O=C(NCc1nnc(SCC(=O)N2CCCc3ccccc32)o1)c1c(F)cccc1Cl,0.7,-18,/,-1.8,5.0,-20,-15,-31,2,4.5,89
CCCOc1ccc(NC(N)=O)cc1OCCC,2.6,2,-8,-0.4,-1.5,7,4,8,-1,2.5,100
CC(=O)N(Cc1ccccc1)C1CC(=O)N(Cc2ccccc2)C1=O (stereo unspecified),/,-19,/,/,-1.4,19,-11,7,-5,1.2,93
O=C(CN1CCN(c2ccccc2F)CC1)c1ccc2cc[nH]c2c1,-0.8,15,-26,2.1,-1.0,11,3,6,-7,2.4,101
CC(C)CN(CC(C)C)S(=O)(=O)N1CCC(C(=O)NCCN2CCOCC2)CC1,0.9,4,-11,-1.1,-0.1,-6,-4,1,2,2.3,103
O=C(CNC(=S)NC(=O)c1cccs1)c1ccccc1,2.4,17,4,-2.3,-2.7,-20,-9,16,7,2.1,107
O=C(CO/N=C/c1ccccc1OC(F)F)NC1CCCC1,1.0,13,9,-1.4,-0.5,-6,6,2,2,4.5,95
COc1cc(NC(=O)c2cc([N+](=O)[O-])ccc2NC(=O)CNC2CCCCC2C)cc(OC)c1 (stereo unspecified),2.7,19,5,-2.4,4.5,0,-10,-25,0,1.0,99
COCCN1CCN(C(=O)c2cc(COc3cc(C)ccc3C)on2)CC1,-0.2,-6,108,0.7,-1.4,-10,-9,8,2,/,/
O=C(CCc1c[nH]c2ccccc12)NCC1COc2ccccc2O1 (stereo unspecified),2.0,-14,8,1.4,1.1,16,-4,-5,-6,1.8,/
CCOc1ccc(-c2nnn(CCC#N)n2)cc1OC,-1.4,-1,-12,-1.5,-4.8,-2,7,25,1,3.5,95
CCCOc1c(Br)cc(C(=O)OCC(=O)NC(=O)c2cccn2C)cc1OC,-1.2,/,-11,-2.6,1.5,-3,3,-6,10,2.9,98
N#CCc1nc(CSc2nc3ccccc3o2)cs1,-0.1,7,-22,-0.1,-3.0,-16,7,17,6,0.5,105
C/C=C/Cn1c(N(C)Cc2ccccc2)nc2c1c(=O)[nH]c(=O)n2C,1.0,22,/,1.4,-1.6,-12,0,10,4,2.7,106
O=C(c1cccs1)c1coc2ccc(O)cc12,0.9,-36,-3,1.4,-1.9,-9,-4,12,1,3.7,98
Cc1ccc(C(C)NC(=O)c2ccco2)cc1 (stereo unspecified),0.8,/,1,2.7,-1.9,20,-7,10,2,2.8,96
O=c1[nH]ncc(N/N=C\c2cccnc2)c1Cl,-0.5,14,6,-0.4,1.4,-4,0,-7,1,0.9,106
O=C1N2c3ccccc3CCc3cccc(c32)C1(O)C(F)(F)F (stereo unspecified),2.0,-2,329,0.1,3.6,-1,-16,-20,9,1.4,99
Cc1c(Nc2nc(-c3ccc(Cl)cc3)cs2)c(=O)n(-c2ccccc2)n1C,2.0,-5,21,0.3,0.6,36,0,-3,5,-0.1,96

# Filtered by structure: the entries above with a thiophene ring, fused or not.
SMILES,AddAB inh,PfHsp90 yeast 2,SUMO Mot1 rescue,Ecoli viability,MOR-DOR ag,HTR5A inv ag,PKA-R1A activ,MOR-DOR inv ag,HTR5A ag,phage Ecoli inh,Pemphigus Ab inh
O=C(CNC(=S)NC(=O)c1cccs1)c1ccccc1,2.4,17,4,-2.3,-2.7,-20,-9,16,7,2.1,107
O=C(c1cccs1)c1coc2ccc(O)cc12,0.9,-36,-3,1.4,-1.9,-9,-4,12,1,3.7,98

# New compounds follow
SMILES,AddAB inh,PfHsp90 yeast 2,SUMO Mot1 rescue,Ecoli viability,MOR-DOR ag,HTR5A inv ag,PKA-R1A activ,MOR-DOR inv ag,HTR5A ag,phage Ecoli inh,Pemphigus Ab inh
COc1ccc(OCC(=O)Nc2c3c(nn2C(C)(C)C)CS(=O)(=O)C3)cc1,0.9,13,1,-0.8,-0.6,-20,1,3,-1,1.7,/
CCOC(=O)c1sc(S(C)=O)c2c1CCc1conc1-2 (stereo unspecified),5.9,/,-4,0.5,/,/,/,/,/,2.0,102
O=C(CCn1cnnn1)Nc1ccc(Cl)cc1Cl,1.8,-15,721*,2.2,-0.2,-10,-5,2,4,4.8,193
C=C1C(=O)OC2C1CCC(C)=C1C(=O)C3OC3(C)C12 (stereo unspecified),/,-5,/,/,-4.7,2,11,24,4,1.1,/
CSc1ccccc1C(=O)C1CCCN(C(=O)c2cc(C(C)C)no2)C1 (stereo unspecified),3.1,51,-6,1.7,-1.0,-5,-7,5,1,2.2,/
O=C(Nc1cccnc1)Nc1ccc(Cl)cc1Cl,2.1,10,12,0.4,1.7,-4,0,-12,3,4.0,104
CCOCCn1ccc2c(OCC(=O)NCCc3ccc(OC)c(OC)c3)cccc2c1=O,-2.3,-12,-10,1.3,-1.9,-2,-3,13,2,5.3,98
O=C(Nc1ccc(Cl)cn1)c1ccc2c(Cl)c3c(nc2c1)CCC3,-0.5,-12,10,0.1,1.3,-19,-1,-7,4,0.7,88
COc1ccc(C(C(=O)NC2CCCCC2)N(CC2CCCO2)C(=O)CCCC(=O)Nc2ccccn2)cc1 (stereo unspecified),/,-48,/,/,-0.7,-4,2,5,2,0.2,/
CN(Cc1ccccc1)C(=O)COC(=O)Cn1cnc2ccccc21,-0.7,6,-13,-0.2,-0.7,-3,-1,3,1,-4.0,101
COc1ccc(OC)c(NC(=S)NCc2ccc(S(N)(=O)=O)cc2)c1,-0.3,-9,18,0.8,-1.8,17,4,9,0,3.5,97
CCOc1ccc(-n2c(=O)c3c4c(sc3n(CC(=O)NCC3CCCO3)c2=O)CCC4)cc1 (stereo unspecified),1.0,1,5,0.0,-1.5,-3,-2,8,-1,1.2,99
COc1ccc(N2CCN(C(CNS(=O)(=O)c3cc(F)ccc3F)c3cccnc3)CC2)cc1 (stereo unspecified),-1.1,13,-9,-0.1,-2.2,-12,-10,11,5,0.7,102
Nc1cc2c(cc1Br)-c1ccc(F)cc1C2=O,/,-3,/,/,5.3,1,2,-27,0,-0.7,88
Cc1cc(C)n2cc(CSc3nnnn3-c3ccccc3C)nc2n1,-0.1,-3,-6,-0.3,-1.9,20,-7,11,0,2.6,101
CSCCC(NS(=O)(=O)c1ccccc1)C(=O)OCc1cc(=O)oc2cc(O)ccc12 (stereo unspecified),1.1,/,111,1.3,1.3,-8,-1,-7,3,-1.1,116
Cn1c(CNc2ccc(Cl)cc2)nnc1SCc1ccccc1,-0.2,121*,116,-1.0,2.2,-16,0,-12,7,4.7,103
O=C(c1ccccc1Cl)N1CCN(c2ccccn2)CC1,2.4,-33,491,-2.1,-3.3,3,-10,20,-2,0.9,99
O=C(Cc1ccsc1)Nc1cc(F)ccc1F,1.1,21,149,1.3,-2.4,-27,0,13,-3,-1.9,108
O=C(CSc1nnc(SCc2ccccc2)s1)N/N=C/c1c[nH]c2ccccc12,/,-32,/,/,1.6,-26,-10,-8,3,0.9,93
COc1ccc(-c2csc(NC(=O)CSCc3c(C)noc3C)n2)cc1OC,4.6,-3,14,0.3,-1.8,3,-2,9,1,0.9,100
COc1ccc(NC(=S)NC(=O)Cc2ccccc2)cc1,1.6,6,-15,-0.5,-0.4,-4,-11,2,1,-1.3,98
Cc1ccc(N2C(=O)C(Cl)=C(NCCO)C2=O)c(C)c1,1.3,18,-2,-0.5,-1.5,4,-1,8,6,0.6,106
Nc1nc(-c2ccccc2)c(CCCOc2ccc([N+](=O)[O-])cc2)c(=O)[nH]1,/,8,/,/,0.1,1,-4,-1,0,1.8,91
CCOC(=O)c1cc(NC(=O)/C=C\C(=O)O)ccc1Cl,5.0,-17,22,0.0,-2.0,10,1,11,-4,1.7,107
CN(C)c1cccc(C(=O)N(Cc2ccccc2)Cc2ccccc2)c1,/,8,1,/,3.1,-13,8,-14,3,2.7,101
COc1ccc(CCNc2ncnc3nc[nH]c23)cc1OC,-0.2,21,-10,-2.1,0.2,-45,-1,-1,15,4.0,104
COc1ccc(CCNC(=O)c2coc3ccccc3c2=O)cc1,4.7,15,-16,2.8,0.1,-19,-13,-1,2,3.8,113
N#C/C(=C(/O)CN1C(=O)c2ccccc2C1=O)c1nc2ccccc2[nH]1,1.6,7,1,-0.3,-4.8,4,-6,20,-2,1.3,109

# Quoted from the listing:
# Result for O=C(Cc1ccsc1)Nc1cc(F)ccc1F under Ecoli viability: 1.3
# Result for CCOc1ccc(-c2nnn(CCC#N)n2)cc1OC under HTR5A ag: 1

# Two compounds from above, limited to HTR5A inv ag and MOR-DOR ag.
Structure | HTR5A inv ag | MOR-DOR ag
CN(C)c1cccc(C(=O)N(Cc2ccccc2)Cc2ccccc2)c1 | -13 | 3.1
O=C(Nc1cccnc1)Nc1ccc(Cl)cc1Cl | -4 | 1.7
